Compound activity as filed in PubChem BioAssay.
CRFBP-R2 agonist = agonists of human CRF-binding protein/CRF-R2 receptor complex; AID 588473; 350,000 compounds, 0.46% hits; activation, % at 13.2 µM; HEK293 CRF-R2/CRF-BP, calcium dye fluorescence (FLIPR); percent of saturating CRF peptide response;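 active = activation of at least 50%, plus an integration ratio under a set limit after plate pattern correction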;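 note: plate controls were neutral control wells without compound for no effect and CRF at EC100 for full effect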
M5 antag = antagonists of human muscarinic M5 receptor (CHRM5). P08912. CHO-hM5 cells, Fluo-8 calcium fluorescence, ACh EC80. inhibition, % at 3 µM. 360,000 compounds, 0.59% hits. AID 624040;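 active = inhibition above a per-plate cutoff, the mean of that plate's test compounds plus 3 SD, cut at about 27% in these data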;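 note: 0% = acetylcholine EC80 with DMSO and 100% = DMSO without agonist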
M5 ag = CHRM5 agonism in calcium assay; CHO-K1 hM5 cells, Fluo-8 calcium fluorescence; 0% DMSO wells, 100% maximal acetylcholine response; activation, % at 3 µM; 360,000 compounds, 0.19% hits; P08912;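 active = activation above the run's mean over test compounds plus 3 SD, cut at about 23% in these data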;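 note: signal is peak over basal fluorescence ratio across the kinetic read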
M5 PAM = positive allosteric modulators of human muscarinic M5 receptor | 360,000 compounds, 0.3% hits | AID 624038 | activation, % at 3 µM | CHO-K1 hM5, Fluo-8 calcium, ACh EC20 PAM; 0% = ACh EC20, 100% = ACh EC100;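 active = activation above the run cutoff, the mean activation of all test compounds plus 3 SD, cut at about 18% in these data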
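Assay system – human M5 receptor in CHO-K1 cells · Read-out – % activation, ACh-normalized · Technique – Fluo-8 calcium fluorescence · Dosing – single-point, 3 µM nominal · Incubation – Fluo-8 loading 80 min at 37 °C plus 30 min room temperature · Repeats – singlicate, one well per test compound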
CHRM4 agonist = CHRM4 agonism in calcium assay; P08173; CHO-K1 hM4/Gqi5, Fluo-8 calcium fluorescence; vehicle 0%, full acetylcholine response 100%; activation, % at 3 µM; 360,000 compounds, 0.14% hits;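 active = activation above the run mean over all test wells plus 3 SD, cut at about 32% in these data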;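 note: peak over basal fluorescence ratio per well then scaled between controls; 0% = DMSO wells and 100% = acetylcholine at EC100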
CRFR2-BP antag = antagonists of CRF-binding protein/CRF-R2 receptor complex. HEK293 CRF-R2/CRF-BP, CRF-induced calcium fluorescence. inhibition, % at 11.8 µM. 350,000 compounds, 0.59% hits. AID 588475;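 active = inhibition of the ligand-induced calcium signal above about 50% at the single tested concentration, limit read from the data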
CHRM4 PAM = CHRM4 positive allosteric modulation; 360,000 compounds, 0.4% hits; activation, % at 3 µM; CHO-K1 hM4/Gqi5, Fluo-8 calcium fluorescence, ACh EC20; 0% = ACh EC20, 100% = maximal ACh;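 active = activation above its plate's cutoff, the mean activation of sample wells plus 3 SD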; note: some results filed as inactive read as strong as hits
CHRM4 antagonist = blocks acetylcholine activation of human M4 receptor; CHO-hM4 cells, ACh EC80, Fluo-8 calcium fluorescence; 360,000 compounds, 0.73% hits; inhibition, % at 3 µM; P08173; AID 624125;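 active = inhibition above its plate's cutoff, the mean inhibition of sample wells plus 3 SD, cut at about 27% in these data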;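 note: 0% = acetylcholine EC80 with DMSO and 100% = DMSO without agonist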
IDE cell inh = cellular human IDE inhibition. inhibition, % at 5.59 µM. HEK cells, FAbetaB cleavage, fluorescence polarization. AID 434962. P14735. 320,000 compounds, 0.41% hits;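 active = percent inhibition above the average of all tested compounds plus 3 SD, set per screening campaign, cut at about 16% in these data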;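 note: IDE supplied by intact live HEK cells; FP after avidin binding of uncleaved biotin substrate so inhibition keeps polarization high; 0% = DMSO wells and 100% = 60 µM reference IDE inhibitor Ii1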
Target sequence (P14735 whole entry, looked up): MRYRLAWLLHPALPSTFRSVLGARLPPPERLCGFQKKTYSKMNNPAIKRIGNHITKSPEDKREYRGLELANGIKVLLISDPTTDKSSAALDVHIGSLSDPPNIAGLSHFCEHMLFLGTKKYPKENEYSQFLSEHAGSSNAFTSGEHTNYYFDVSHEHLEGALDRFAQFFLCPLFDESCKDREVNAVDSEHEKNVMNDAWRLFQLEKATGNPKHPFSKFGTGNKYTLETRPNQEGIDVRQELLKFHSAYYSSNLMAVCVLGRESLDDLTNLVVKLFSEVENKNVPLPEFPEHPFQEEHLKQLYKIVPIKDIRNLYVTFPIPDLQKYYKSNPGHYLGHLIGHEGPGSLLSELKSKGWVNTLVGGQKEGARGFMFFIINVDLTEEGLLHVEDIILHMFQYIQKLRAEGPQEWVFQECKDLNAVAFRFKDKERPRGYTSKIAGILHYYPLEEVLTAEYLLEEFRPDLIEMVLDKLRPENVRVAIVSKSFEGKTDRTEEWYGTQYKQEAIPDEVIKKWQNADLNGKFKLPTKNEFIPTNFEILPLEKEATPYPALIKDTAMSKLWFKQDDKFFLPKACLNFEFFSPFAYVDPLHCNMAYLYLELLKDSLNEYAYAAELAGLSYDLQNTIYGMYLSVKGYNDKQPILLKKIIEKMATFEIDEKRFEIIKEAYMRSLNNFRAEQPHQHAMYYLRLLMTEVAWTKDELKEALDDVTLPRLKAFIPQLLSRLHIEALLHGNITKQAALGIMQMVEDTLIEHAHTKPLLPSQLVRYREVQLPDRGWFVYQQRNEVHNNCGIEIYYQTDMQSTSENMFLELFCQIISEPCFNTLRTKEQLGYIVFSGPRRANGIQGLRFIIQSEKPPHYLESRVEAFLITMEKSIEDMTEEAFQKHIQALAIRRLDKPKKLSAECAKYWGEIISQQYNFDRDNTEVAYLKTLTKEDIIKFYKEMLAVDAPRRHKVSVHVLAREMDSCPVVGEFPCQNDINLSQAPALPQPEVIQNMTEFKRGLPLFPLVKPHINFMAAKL
An asterisk follows results filed as active; x = not tested or not shown.

#1 Cc1csc2sc(-c3ccnc(SCC(=O)NCc4ccccc4)n3)c(C)c12
#2 CCN(CC)C(=O)c1sc(NC(=O)C(C)C)c(C#N)c1C
#3 COc1ccccc1N1CCN(C(=O)CSc2nnc(-c3ccoc3C)o2)CC1
#4 CCOC(=O)c1cc(NC(=O)c2cccnc2)ccc1N1CCOCC1
#5 COc1ccc(OC)c(/C(O)=C/C(=O)C(=O)Nc2ccccc2OC)c1
#6 O=C(Nc1ccccc1N1CCCC1)c1ccccc1Cl
#7 CCCCc1cc(=O)oc2cc(OCc3nn[nH]n3)c(Cl)cc12
#8 CC(C)(C)CNC(=O)c1cc2c(Br)ccc(Br)c2nc1N
screen / no.	1	2	3	4	5	6	7	8
M5 antag	12	11	-5	9	-1	7	-5	-3
CRFR2-BP antag	18	-10	3	15	8	17	16	x
M5 ag	-7	1	1	-1	-7	-8	-1	-1
M5 PAM	-14	-5	-3	2	6	2	0	-12
CHRM4 antagonist	-9	15	-8	3	-2	5	4	-1
CRFBP-R2 agonist	-0.1	-2.9	1.4	1.8	-0.4	-1.3	1.8	x
CHRM4 agonist	-2	0	5	3	0	0	0	0
IDE cell inh	-1	0	7	8	3	-2	1	x
CHRM4 PAM	-1	-11	-4	-3	11	-4	-1	1

#9 C=C1CCN(C(C(=O)OC)C(C)C)S(=O)(=O)c2ccc(F)cc21 (stereo unspecified)
#10 O=c1cc(-c2ccccc2)c2c(O)cc(O)cc2o1
#11 Cc1[nH]n(-c2cccc3ccccc23)c(=O)c1/C=N/NC(=O)c1cccc([N+](=O)[O-])c1
#12 COc1ccc(C(=O)N/N=C\c2ccc(OC)c(COc3ccccc3Br)c2)c(OC)c1
#13 NC(=O)c1ccc(NC(=O)c2cccc3c2OCCCO3)cc1
#14 COc1ccccc1/C=N/Nc1nc(C)cc(=O)[nH]1
#15 Cc1ccc(C(=O)NCC(=O)OCC(=O)c2ccc3c(c2)OCCO3)cc1C
#16 Cc1nc(Cl)c(C(=O)NC(=O)Nc2cccc(C(F)(F)F)c2)c(C)c1[N+](=O)[O-]
screen / no.	9	10	11	12	13	14	15	16
M5 antag	3	5	-9	-3	7	-8	-1	7
CRFR2-BP antag	-6	9	35	5	5	-4	3	-35
M5 ag	-1	2	-2	-5	-2	0	-2	-1
M5 PAM	-3	8	3	-8	-1	3	2	-12
CHRM4 antagonist	1	1	-4	-14	6	-7	-1	-10
CRFBP-R2 agonist	-1.7	-1.0	-0.5	2.4	-1.1	-0.9	-0.3	13
CHRM4 agonist	1	1	-1	0	1	0	1	12
IDE cell inh	2	0	2	-1	-1	x	4	4
CHRM4 PAM	14	-4	-6	0	-5	7	1	-3

#17 O=C(Cc1c(F)cccc1Cl)N1CCOCC1
#18 CCNc1c(NS(=O)(=O)c2ccc(C3CCCCC3)cc2)c(=O)oc2ccccc12
#19 COc1ccc2nc(NC(=O)CCc3ccc(OC)c(OC)c3)sc2c1
#20 CCCCNC(=O)OCC(CC)NC(=O)OC(C)C (stereo unspecified)
#21 CC1CCCC(C)N1C(=O)COC(=O)/C=C/c1ccco1 (stereo unspecified)
#22 O=C1NC(c2ccccc2)=C(c2ccc3ccccc3n2)C(c2ccncc2)N1 (stereo unspecified)
#23 CCOC(=O)N1CCC(N2Cc3cccc(C(=O)N4CCN(c5cccc(C)c5C)CC4)c3C2=O)CC1
#24 O=C(COc1ccc([N+](=O)[O-])cc1)NNC(=O)c1cccnc1
screen / no.	17	18	19	20	21	22	23	24
M5 antag	4	7	2	-1	6	5	-12	16
CRFR2-BP antag	9	-4	-2	-20	-5	6	2	4
M5 ag	1	-2	0	-2	4	0	1	-4
M5 PAM	-1	-2	-3	0	-1	-4	-2	0
CHRM4 antagonist	-2	-10	-2	2	-14	-5	-4	-27
CRFBP-R2 agonist	-1.1	1.9	-0.7	0.5	-0.2	-1.9	-0.6	-0.3
CHRM4 agonist	1	1	4	0	1	1	9	1
IDE cell inh	-3	4	9	6	5	4	2	5
CHRM4 PAM	-1	-7	-4	2	11	11	-10	6

#25 Cc1cc(-c2ccccc2)nc(SCC(=O)N2CCCC2)n1
#26 COc1ccccc1Nc1ncccc1[N+](=O)[O-]
#27 O=C(CCCNS(=O)(=O)c1cccc2nsnc12)N1CCCCC1
#28 COC(=O)CC(NC(=O)CN1CCN(c2ccc(F)cc2)CC1)c1cccc(F)c1 (stereo unspecified)
#29 Cc1cc(C)c(C)c(S(=O)(=O)N2CCN(c3ccccn3)CC2)c1C
#30 N#Cc1ccccc1Sc1ccccc1C(=O)Nc1ccc(Br)cc1
#31 CN1/C(=C\C=C2/SC(=S)NC2=O)C(C)(C)c2ccccc21
#32 Cc1ccc(NC(=S)N(CCCN2CCCC2)Cc2cccn2Cc2ccc(Cl)cc2)cc1
screen / no.	25	26	27	28	29	30	31	32
M5 antag	-6	18	-10	6	-5	0	58*	1
CRFR2-BP antag	3	9	9	0	29	6	-144	-20
M5 ag	2	-7	-5	0	-1	-4	51*	-17
M5 PAM	6	0	5	2	0	-2	-28	4
CHRM4 antagonist	-2	3	0	3	-6	1	44*	7
CRFBP-R2 agonist	-3.7	0.4	-1.2	-1.5	-1.1	2.3	164*	6.4
CHRM4 agonist	2	-2	1	1	1	0	65*	6
IDE cell inh	6	4	3	2	3	3	116*	13
CHRM4 PAM	6	0	9	1	2	-7	-29	-17

#33 O=S1(=O)c2ccccc2Nc2ccccc21
#34 O=C(OCC(=O)C12CC3CC(CC(C3)C1)C2)c1ccc(CO)cc1
#35 CC(C(=O)Nc1ccc2c(c1)OCCO2)N(c1ccccc1)S(C)(=O)=O (stereo unspecified)
#36 Cc1noc(C)c1S(=O)(=O)N1CCCC(C(=O)NCc2ccccc2Cl)C1 (stereo unspecified)
#37 CCc1ccc(CNC(=O)CCc2nnc(CCc3ccc(OC)cc3)o2)nc1
#38 CCCN1C(=O)SC(CC(=O)Nc2ccccc2)C1=O (stereo unspecified)
#39 CCOc1ccc(C(=O)Nc2cccc3ncccc23)cc1Cl
#40 COc1ccc(S(=O)(=O)N2CCCCC2)cc1Br
screen / no.	33	34	35	36	37	38	39	40
M5 antag	0	-5	-11	-12	14	-9	-2	-2
CRFR2-BP antag	1	-14	4	3	-4	7	-24	-4
M5 ag	1	2	4	-1	0	0	3	-5
M5 PAM	-2	3	2	9	-5	-2	-1	1
CHRM4 antagonist	1	-7	-4	5	-1	12	4	-13
CRFBP-R2 agonist	1.2	1.7	0.0	-1.0	0.1	-0.3	-1.1	-1.2
CHRM4 agonist	0	2	1	1	1	2	4	0
IDE cell inh	0	1	3	-2	4	5	10	6
CHRM4 PAM	-4	4	0	6	-2	5	0	9

#41 COc1ccc(C2CCc3cc4c(cc3C2=NOC(C)=O)OCO4)cc1OC (stereo unspecified)
#42 O=C(C[n+]1cccc(CNC(=O)c2ccc(OC(F)F)cc2)c1)Nc1cccc(C(F)(F)F)c1
#43 COc1ccccc1CNC(=O)C[C@@H]1CC[C@H]2[C@@H](COC[C@H](O)CN2Cc2ccccc2)O1
#44 Cc1c(CCC(=O)N[C@@H](C)C(=O)O)c(=O)oc2c(C)c3oc4c(c3cc12)CCCC4
#45 COc1ccc(N(CC(=O)N2CCCC2)S(C)(=O)=O)cc1
#46 Cc1csc2ncnc(N3CCN(S(=O)(=O)c4cccc(C(F)(F)F)c4)CC3)c12
#47 O=C(CCn1nc(-c2ccc(Cl)cc2)c2ccccc2c1=O)Nc1cccnc1
#48 CCN(Cc1ccccc1)C(c1ccc(C(F)(F)F)cc1)c1nnnn1C(C)(C)C (stereo unspecified)
screen / no.	41	42	43	44	45	46	47	48
M5 antag	2	1	-3	6	-1	44*	-5	-2
CRFR2-BP antag	49	17	x	29	10	12	-14	4
M5 ag	3	-9	3	-3	1	1	-5	-3
M5 PAM	-8	-6	1	2	10	-18	-10	1
CHRM4 antagonist	3	-5	-3	1	3	26	-4	-8
CRFBP-R2 agonist	0.3	2.7	x	-0.3	0.5	-0.6	0.5	13
CHRM4 agonist	8	0	5	0	1	14	3	0
IDE cell inh	x	4	x	7	1	10	1	-2
CHRM4 PAM	2	-2	4	9	6	-13	-4	10

3 entries already listed, sorted by molar mass, low to high:
#41 COc1ccc(C2CCc3cc4c(cc3C2=NOC(C)=O)OCO4)cc1OC (stereo unspecified)
#46 Cc1csc2ncnc(N3CCN(S(=O)(=O)c4cccc(C(F)(F)F)c4)CC3)c12
#43 COc1ccccc1CNC(=O)C[C@@H]1CC[C@H]2[C@@H](COC[C@H](O)CN2Cc2ccccc2)O1
screen / no.	41	46	43
M5 antag	2	44*	-3
CRFR2-BP antag	49	12	x
M5 ag	3	1	3
M5 PAM	-8	-18	1
CHRM4 antagonist	3	26	-3
CRFBP-R2 agonist	0.3	-0.6	x
CHRM4 agonist	8	14	5
IDE cell inh	x	10	x
CHRM4 PAM	2	-13	4

(continued)
#49 COc1ccc(S(=O)(=O)N2CCCCCC2)cc1C(=O)N(C)Cc1ccc(OC)c(OC)c1OC
#50 O=c1c2ccccc2nc2n1CCN2Cc1ccc(Cl)cc1
#51 Cc1c(Cl)cccc1N(CC(=O)NC1CCCCC1)S(C)(=O)=O
#52 C=CCn1c(COc2ccc(Cl)cc2)nnc1SCC(=O)N/N=C/c1cccc(O)c1
#53 CCOC(=O)c1c(NC(=O)CC(C)C)sc(C(C)=O)c1C
screen / no.	49	50	51	52	53
M5 antag	0	29*	2	-2	0
CRFR2-BP antag	9	-53	-19	6	-26
M5 ag	-2	13	-8	-6	-2
M5 PAM	-9	-19	-6	2	-1
CHRM4 antagonist	-5	10	1	-2	11
CRFBP-R2 agonist	-0.3	0.3	-0.8	1.6	-0.6
CHRM4 agonist	13	29	0	3	-2
IDE cell inh	1	0	-3	3	2
CHRM4 PAM	-12	-14	-2	2	1

By substructure: those above with a cyano group.
#2 CCN(CC)C(=O)c1sc(NC(=O)C(C)C)c(C#N)c1C
#30 N#Cc1ccccc1Sc1ccccc1C(=O)Nc1ccc(Br)cc1
screen / no.	2	30
M5 antag	11	0
CRFR2-BP antag	-10	6
M5 ag	1	-4
M5 PAM	-5	-2
CHRM4 antagonist	15	1
CRFBP-R2 agonist	-2.9	2.3
CHRM4 agonist	0	0
IDE cell inh	0	3
CHRM4 PAM	-11	-7
